Screening results: PubChem BioAssay, Sanford-Burnham Center for Chemical Genomics
Apaf-1 inh – inhibitors of human Apaf-1 apoptosome, primary screen, biochemical, DEVD-Rh110 fluorescence, uHTS; reconstituted apoptosome caspase-3 activity; hit rate 0.71% among 330,000; inhibition, % at 20 µM; AID 489030, 2010; Apoptotic protease-activating factor 1 (Homo sapiens), O14727; active = inhibition of at least 40% at 20 µM;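 also: plate controls were DMSO wells for no effect and DEVD-CHO caspase inhibitor wells for full effect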
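Assay system – apoptosome proteins · Medium – Hepes buffer, pH 7.5 · Also added – cytochrome c with DEVD-Rh110 · Timing – 30 min compound preincubation, 50 min activation, room temperature · Detection – Rh110 fluorescence, excitation 480 nm, emission 540 nm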
SENP7 inh – SENP7 protease inhibitors, primary screen, biochemical, luminescence, uHTS; Sentrin-specific protease 7 (Homo sapiens), Q9BQF6; recombinant SENP7, Z-RLRGG-aminoluciferin luminescence, 40 min; inhibition, % at 5 µM; hit rate 1.5% among 330,000; AID 434973, 2010;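 active = inhibition above about 50% at the single test dose, limit read from the data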;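 also: plate controls were DMSO with enzyme for no effect and no enzyme buffer wells for full effect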
Target sequence (Q9BQF6 706-1050 limits assumed): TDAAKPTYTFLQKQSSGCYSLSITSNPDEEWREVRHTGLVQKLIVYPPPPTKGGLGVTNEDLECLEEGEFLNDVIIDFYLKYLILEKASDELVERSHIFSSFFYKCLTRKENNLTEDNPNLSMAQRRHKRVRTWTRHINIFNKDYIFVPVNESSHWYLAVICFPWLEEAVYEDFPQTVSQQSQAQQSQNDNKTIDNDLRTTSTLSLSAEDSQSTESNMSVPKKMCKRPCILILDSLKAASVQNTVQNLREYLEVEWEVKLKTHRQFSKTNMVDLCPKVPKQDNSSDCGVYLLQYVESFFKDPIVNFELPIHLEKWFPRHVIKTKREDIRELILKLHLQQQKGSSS
HKDC1 inh – HKDC1 hexokinase inhibitors, primary screen, biochemical, fluorescence, uHTS | Q2TB90 | recombinant HKDC1, G6PDH/diaphorase resazurin coupled fluorescence | inhibition, % at 20 µM | hit rate 0.16% among 340,000 | AID 493160, 2011;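 active = inhibition above about 35% when tested at 20 µM, limit read from the data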;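 also: plate controls were DMSO wells with enzyme for no effect and DMSO wells lacking enzyme for full effect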
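Assay system: recombinant HKDC1 hexokinase; detection: coupled resazurin fluorescence, excitation 525 nm, emission 613 nm; benchmarks: DMSO-plus-enzyme-mix negative control, buffer-substituted positive control; compound dosing: single 20 µM dose; schedule: 90 min at room temperature in dark; also added: glucose plus 1 mM ATP as hexokinase substrates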
SENP8 block-1 – SENP8 protease inhibitors, primary screen, biochemical, luminescence. inhibition, % at 10 µM. purified SENP8, Z-RLRGG-aminoluciferin cleavage. hit rate 1.2% among 330,000. AID 2540, 2010; in the data active = inhibition above about 50%
Target sequence (Q96LD8 whole entry, looked up): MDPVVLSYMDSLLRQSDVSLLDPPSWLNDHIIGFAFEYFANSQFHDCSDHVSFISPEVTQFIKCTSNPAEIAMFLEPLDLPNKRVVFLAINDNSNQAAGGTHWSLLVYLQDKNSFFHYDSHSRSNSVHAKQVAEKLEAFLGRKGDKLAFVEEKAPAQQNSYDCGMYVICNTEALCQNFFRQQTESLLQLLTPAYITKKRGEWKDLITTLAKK
SENP8 block-2 – human SENP8 protease inhibitors, primary screen, biochemical, fluorescence, Nedd8 protein substrate, uHTS | hit rate 0.64% among 360,000 | AID 602440, 2012 | recombinant SENP8 | inhibition, % at 20 µM; in the data active = inhibition mostly above about 40%, no sharp cut-off; inactive = mostly below about 27%
PfG6PD inh – PfG6PD enzyme inhibitors, primary screen, biochemical, fluorescence intensity, uHTS | PfGluPho enzyme, NADPH resazurin-diaphorase fluorescence | glucose-6-phosphate dehydrogenase-6-phosphogluconolactonase (Plasmodium falciparum 3D7) | AID 504690, 2011 | inhibition, % at 20 µM | hit rate 0.78% among 350,000;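 active = inhibition reaching at least a set limit at 20 µM in the primary screen, cut at about 59% in these data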;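 also: 0% = DMSO wells with substrate and 100% = DMSO wells lacking glucose-6-phosphate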
SENP6 inh – SENP6 protease inhibitors, primary screen, biochemical, luminescence, uHTS; Sentrin-specific protease 6 (Homo sapiens), Q9GZR1; Recombinant SENP6 catalytic domain, aminoluciferin luminescence; inhibition, % at 10 µM; hit rate 1.8% among 330,000;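 active = inhibition above about 50% at the single tested dose, limit read from the data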;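 also: plate controls were DMSO wells with enzyme for no effect and DMSO wells lacking enzyme for full effect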
SENP1 FRET inh – human SENP1 catalytic domain inhibitors, primary screen, biochemical, FRET, uHTS. Sentrin-specific protease 1 (Homo sapiens), Q9P0U3. recombinant SENP1 catalytic domain, CyPet-SUMO1-YPet FRET cleavage. inhibition, % at 10 µM. hit rate 0.21% among 360,000. AID 624204, 2012;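 active = inhibition at least 30% at 10 µM, raw YFP signal under a set limit, fluorescence ratio 0.5 to 1.5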;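 also: 0% = enzyme with DMSO and 100% = no enzyme wells; some results filed as inactive read as strong as hits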
Target sequence (Q9P0U3 419-644 limits assumed): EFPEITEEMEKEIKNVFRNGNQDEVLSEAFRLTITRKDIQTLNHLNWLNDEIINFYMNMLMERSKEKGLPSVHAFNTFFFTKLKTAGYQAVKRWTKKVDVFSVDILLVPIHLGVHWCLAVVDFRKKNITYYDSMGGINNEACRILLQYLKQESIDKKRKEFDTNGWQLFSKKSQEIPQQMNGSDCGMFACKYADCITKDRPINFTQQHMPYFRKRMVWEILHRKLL
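material = recombinant human SENP1 catalytic domain, His6-tagged | quantity = 20 pM enzyme | reagent = 25 nM SUMO1 FRET substrate | compound dosing = 10 µM single point, 0.5% DMSO | timing = 50 min enzyme reaction, room temperature, light-protected | detection = FRET, CFP and YFP emission | control set = no-enzyme low, enzyme-DMSO high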
Active calls of the source: *; i = inactive; nt = no result given.

Short keys – A = Apaf-1 inh; B = SENP7 inh; C = HKDC1 inh; D = SENP8 block-1; E = SENP8 block-2; F = PfG6PD inh; G = SENP6 inh; H = SENP1 FRET inh
COc1ccccc1-n1c(SCC(=O)N2CCOCC2)nc(O)c(Cc2ccccc2)c1=O
  A: 4	B: 2	C: -2	D: 8	E: 15	F: -20	G: 22	H: 2
Cn1c(N)c(C(=O)COC(=O)Cc2ccsc2)c(=O)n(C)c1=O
  A: 8	B: 3	C: -3	D: 14	E: 11	F: -14	G: 0	H: 3
Cc1noc(/C=C/c2ccco2)c1S(=O)(=O)N1CCC(C(=O)N2CCc3ccccc32)CC1
  A: 1	B: 2	C: 4	D: 7	E: -27	F: 6	G: -4	H: -3
CCOC(=O)c1sc(NC(=O)c2sc(C)nc2C)nc1C
  A: -1	B: 32	C: 3	D: 14	E: -68	F: 6	G: 15	H: 2
Cc1ccsc1CNCC(O)c1ccccc1 (stereo not drawn)
  A: -12	B: 7	C: -5	D: -1	E: 23	F: -11	G: -19	H: 0
CCc1c(C(=O)Nc2ccccc2)c(C)[nH]c(=S)c1C#N
  A: -6	B: 20	C: 6	D: 7	E: -9	F: 59*	G: 15	H: -11
CCOc1ccc(NC(=O)C2CCCN(c3cnccn3)C2)cc1 (stereo not drawn)
  A: -4	B: -1	C: -3	D: 4	E: -410	F: -2	G: 6	H: 1
Cc1ccc2[nH]c(C(=O)N/N=C/c3ccccc3C(=O)O)c(-c3ccccc3)c2c1
  A: 16	B: -10	C: 1	D: -11	E: -131	F: 2	G: -29	H: -1
COc1ccc2occ(C(=O)c3ccc(N=C(C)N(C)C)cc3)c2c1
  A: -3	B: 20	C: -3	D: 37	E: -155	F: -2	G: 62*	H: -1
CCOc1ccccc1N1CCN(Cc2c(C)n(C)n(-c3ccccc3)c2=O)CC1
  A: -6	B: -6	C: -6	D: -5	E: 14	F: 12	G: 4	H: 2
COc1ccc(NC(=O)NC2CCCCC2C)cc1 (stereo not drawn)
  A: -11	B: -15	C: -10	D: -14	E: 6	F: 8	G: -12	H: 2
CCn1c(SCc2ccc(Cl)c(Cl)c2)nnc1C(C)NC(=O)c1ccc(OC)cc1 (stereo not drawn)
  A: 17	B: -4	C: 0	D: -12	E: 5	F: 23	G: -9	H: 4
CCCC[C@H]1COCCS(=O)(=O)N1Cc1cccc(Cl)c1
  A: 17	B: -2	C: 1	D: 4	E: 17	F: 14	G: -1	H: 1
O=C(C(=O)N1CCN(c2ccc(F)cc2)CC1)c1cn(CC(=O)N2CCOCC2)c2ccccc12
  A: -6	B: -4	C: -1	D: 5	E: 18	F: -2	G: 13	H: 1
NS(=O)(=O)c1ccc(N/N=C/c2cn(-c3ccccc3)nc2-c2ccccc2)c([N+](=O)[O-])c1
  A: -25	B: -3	C: -10	D: 2	E: 54*	F: -12	G: 15	H: 5
O=[N+]([O-])c1ccc(Cl)c(NC2=NCCCCC2)c1
  A: 9	B: 3	C: -1	D: 1	E: 8	F: 0	G: -7	H: 0
CCN(CC)C(=O)CSc1nnc(-c2c[nH]c3ccccc23)o1
  A: 5	B: -1	C: -6	D: -10	E: 12	F: -12	G: -14	H: 2
O=C(NC1CCCC1)c1ccc(CS(=O)(=O)Cc2ccccc2Cl)o1
  A: -3	B: 4	C: -2	D: 16	E: 5	F: 13	G: 13	H: 1
COc1ccc(Cl)cc1NC(=O)CCN1CCN(Cc2ccccc2)CC1
  A: -5	B: 0	C: -2	D: -5	E: 10	F: 10	G: 5	H: -1
CCCCC1CC(/C(C)=N/NC(N)=O)OC1=O (stereo not drawn)
  A: -15	B: 6	C: -9	D: 9	E: 18	F: -12	G: -4	H: 2
Cc1ccc(NS(=O)(=O)c2ccc(-c3ccc(=O)[nH]n3)o2)cc1Cl
  A: -2	B: 2	C: -2	D: 0	E: -4	F: -25	G: 7	H: 3
O=C(c1ccccc1)N1CCN2C(=O)c3ccccc3C12c1ccc(Cl)cc1 (stereo not drawn)
  A: 21	B: -10	C: 1	D: -4	E: 25	F: 2	G: -18	H: 4
CCOC(=O)c1[nH]c(C)c(/C(O)=C2\C(=O)C(=O)N(CCCN(C)C)C2c2cccnc2)c1C (stereo not drawn)
  A: -7	B: -9	C: -8	D: -5	E: 37	F: -3	G: -7	H: -2
CCOc1ccccc1OCCC(=O)OCC(=O)Nc1c(C)nn(-c2ccccc2)c1C
  A: 2	B: 7	C: -5	D: -1	E: 1	F: 2	G: 0	H: 1
CC(C)OCCCNc1ncc2c(n1)CC(c1ccc(N(C)C)cc1)CC2=O (stereo not drawn)
  A: 14	B: -7	C: 2	D: -11	E: -1	F: 20	G: -25	H: 0
CCN1CCSc2ccc(C(=O)NCc3ccc(OC(C)C)cc3)cc21
  A: 23	B: 10	C: 1	D: -8	E: -397	F: 24	G: -6	H: -4
COc1ccc(Oc2nc3c(c(=O)n(C)c(=O)n3C)n2Cc2cccc(OC)c2)cc1
  A: 5	B: -17	C: -1	D: -5	E: 9	F: 5	G: -5	H: 2
Cc1cc(C)cc(C(=O)/C=C2\NC(=O)CS2)c1
  A: 15	B: -10	C: -3	D: -10	E: 22	F: -32	G: -10	H: 3
Cc1ccccc1Cn1c(=O)n(CC2CCC(C(=O)NCCc3ccccc3)CC2)c(=O)c2ccccc21 (stereo not drawn)
  A: nt	B: nt	C: -14	D: nt	E: 7	F: -13	G: nt	H: 1
O=C(Nc1ccccn1)c1cc(-c2ccc(Cl)s2)nc2ccccc12
  A: 13	B: -6	C: 3	D: -15	E: i	F: 6	G: 3	H: -53

Part of the list above, tab-delimited.
structure	Apaf-1 inh	SENP7 inh	HKDC1 inh	SENP8 block-1	SENP8 block-2	PfG6PD inh	SENP6 inh	SENP1 FRET inh
Cc1ccc(NS(=O)(=O)c2ccc(-c3ccc(=O)[nH]n3)o2)cc1Cl	-2	2	-2	0	-4	-25	7	3
O=C(c1ccccc1)N1CCN2C(=O)c3ccccc3C12c1ccc(Cl)cc1 (stereo not drawn)	21	-10	1	-4	25	2	-18	4
CCOC(=O)c1[nH]c(C)c(/C(O)=C2\C(=O)C(=O)N(CCCN(C)C)C2c2cccnc2)c1C (stereo not drawn)	-7	-9	-8	-5	37	-3	-7	-2
CCOc1ccccc1OCCC(=O)OCC(=O)Nc1c(C)nn(-c2ccccc2)c1C	2	7	-5	-1	1	2	0	1
CC(C)OCCCNc1ncc2c(n1)CC(c1ccc(N(C)C)cc1)CC2=O (stereo not drawn)	14	-7	2	-11	-1	20	-25	0

The list goes on.
Short keys – A = Apaf-1 inh; B = SENP7 inh; C = HKDC1 inh; D = SENP8 block-1; E = SENP8 block-2; F = PfG6PD inh; G = SENP6 inh; H = SENP1 FRET inh
COC(=O)c1ccsc1NS(=O)(=O)c1ccccc1
  A: 0	B: -3	C: -5	D: -4	E: -12	F: 18	G: -2	H: -9
CN1CC(=O)N(CC(=O)NCc2ccc(F)cc2)c2ccccc2C1=O
  A: -1	B: -6	C: 3	D: -11	E: 11	F: -16	G: -10	H: 0
O=C(NCc1cn(-c2ccccc2)nc1-c1ccc(F)cc1)c1cccc([N+](=O)[O-])c1
  A: 8	B: -6	C: 12	D: -5	E: 2	F: 10	G: -1	H: 1
Cc1c(C)c2ccc(OCC(=O)N(C)C3CCS(=O)(=O)C3)c(C)c2oc1=O (stereo not drawn)
  A: 10	B: 11	C: 6	D: -1	E: -408	F: -8	G: 12	H: 1
COC(=O)CNC(=O)C1CCCN1C(=O)OC(C)(C)C (stereo not drawn)
  A: -5	B: 0	C: 13	D: -14	E: 16	F: 8	G: -9	H: 2
CC(C)c1ccc(N(CC(=O)NCc2ccco2)C(=O)CCC(=O)Nc2ccccn2)cc1
  A: 15	B: 0	C: -5	D: 6	E: 16	F: 6	G: -8	H: 0
CCOc1ccccc1N(C)C(=O)c1nn(-c2ccc(OC)cc2OC)c(=O)c2ccccc12
  A: 4	B: -21	C: -13	D: -8	E: -14	F: 8	G: -5	H: -1
O=S(=O)(Nc1ccc(O)c(Sc2nc3ccccc3s2)c1)c1cccc2ccccc12
  A: 13	B: 4	C: 0	D: -1	E: 4	F: -1	G: -10	H: 0
Cc1nnc(NC(=O)c2ccc(S(=O)(=O)N3CCCCCC3)cc2)o1
  A: -9	B: 6	C: -2	D: 11	E: 21	F: -27	G: 10	H: 1
CCc1ccc(OCC(=O)NCCOc2ccccc2)cc1
  A: -14	B: 4	C: -2	D: 5	E: 20	F: 2	G: -6	H: 3
COc1ccc(-c2oc(NC(=O)CSc3nncn3C)c(C#N)c2-c2ccc(OC)cc2)cc1
  A: 11	B: 5	C: 2	D: 0	E: -7	F: -8	G: 7	H: 2
O=C(NC(=S)Nc1cccc(CO)c1)c1ccc(-c2ccccc2)cc1
  A: 19	B: 10	C: -5	D: 27	E: 6	F: 24	G: 56*	H: 1
Cn1nccc1C(=O)N1CCC(Cc2ccccc2)CC1
  A: 1	B: -3	C: 6	D: -2	E: 9	F: -8	G: -3	H: 1
COc1cccc2cc(-c3cn4ccc(C)cc4n3)c(=O)oc12
  A: -17	B: 50*	C: -9	D: 23	E: -69	F: 43	G: 46	H: -7
N#Cc1ccc(C(=O)N2CCN(c3ncccn3)CC2)cc1
  A: -2	B: -5	C: -5	D: -4	E: -5	F: 2	G: -2	H: 0
CCOC(=O)N1CCC(NC(=O)c2cc(S(=O)(=O)N3CCc4ccccc43)cn2C)CC1
  A: 12	B: 1	C: 5	D: 3	E: 30	F: 4	G: -19	H: 3
CCC(C)(C(=O)NC1CCCC1)N(Cc1cccs1)C(=O)c1ccc2c(c1)OCO2 (stereo not drawn)
  A: 14	B: -6	C: -7	D: -11	E: 12	F: -7	G: -30	H: 1
O=C(O)CN1C(=O)C(=O)N(Cc2ccc(Cl)c(Cl)c2)C1=O
  A: 5	B: -1	C: -5	D: 12	E: 11	F: -2	G: 0	H: 3
CN(C)C1(CNCC(O)c2ccccc2)CCCCC1 (stereo not drawn)
  A: 0	B: 5	C: -2	D: 12	E: 16	F: 1	G: -3	H: 3
COC1CCCCC1NS(=O)(=O)c1ccc(Cl)cc1 (stereo not drawn)
  A: 0	B: 3	C: -3	D: 0	E: 18	F: 3	G: 2	H: 1
